CCHF vOTU inh – CCHFV vOTU protease inhibition; Pep-AMC fluorescence; inhibition, % at 11.5 µM; actives 0.55% (n = 370,000); AID 651958; in the data active means inhibition above about 30%; further: 0% = vehicle wells with enzyme and 100% = no enzyme wells
PrPC TRFRET – reduces human prion protein on the cell surface; P04156; cell surface PrPC, TR-FRET read-out; inhibition, % at 13.8 µM; actives 0.43% (n = 370,000); in the data active means inhibition above about 24%; further: 0% = median of the test wells and 100% = reference compound wells
Rv3671c inh – inhibits the M. tuberculosis serine protease Rv3671c; actives 0.048% (n = 320,000); inhibition, % at 5.96 µM; P9WHR9; in the data active means inhibition above about 38%;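 further: extracellular domain of Rv3671c used as enzyme; 0% = enzyme with DMSO and 100% = no enzyme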
TcdB GH inh – inhibitors of Clostridioides difficile toxin B glycohydrolase; actives 0.24% (n = 350,000); inhibition, % at 9.99 µM; P18177; TcdB glycohydrolase enzymatic assay, plate reader; in the data active means inhibition above about 10%
Yp Topo-I inh – inhibitors of Yersinia pestis topoisomerase I | Y. pestis Topo-I cleavage product accumulation, plate reader | activity, % at 10 µM | actives 0.064% (n = 360,000) | AID 504884; in the data active means activity above about 50%, passing the limit was not always enough; further: inactives centre near 2
VHR inh abs – blocks human VHR1 dual specificity phosphatase. inhibition, % at 13.3 µM. recombinant VHR phosphatase, pNPP absorbance. P51452. AID 1654. actives 0.52% (n = 290,000); in the data active means inhibition above about 50%; further: some compounds called inactive have numbers as strong as hits
SARS 3CLpro inh – SARS-CoV 3CLpro protease inhibition | actives 0.14% (n = 290,000) | AID 1706 | recombinant SARS-CoV 3CLpro, quenched FRET peptide cleavage | P0C6X7 | inhibition, % at 6 µM; in the data active means inhibition above about 12%
BH1578 lux ind – inducers of Vibrio cholerae quorum light production without autoinducers; V. cholerae BH1578 lux reporter, luminescence, 6 h; activation, % at 18.7 µM; actives 0.16% (n = 350,000); AID 588436; in the data active means activation mostly above about 9.7%, no sharp cut-off; further: not every result past the cut was called active; inactives centre near 0; reference of the scale not given here
MazEF act – activators of E. coli MazEF toxin-antitoxin RNase | AID 504720 | actives 0.32% (n = 350,000) | activation, % at 20 µM | FAM/BHQ RNA-DNA oligo cleavage fluorescence, 5 h; in the data active means activation above about 50%
PriA SSB inh – K. pneumoniae PriA-SSBct interaction inhibition; inhibition, % at 33 µM; actives 0.6% (n = 430,000); AlphaScreen SSBct-PriA binding, biotinylated peptide; in the data active means inhibition mostly above about 37%, no sharp cut-off; inactive means mostly below about 20%;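 further: plate controls were negative control peptide for no effect and reference peptide for full effect; strong numbers were not always called active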
* = called active by the depositor; i = inactive; nt = not tested or not shown; & = joins results of further samples. Only part of the results is shown, so the mix of outcomes need not match the whole.

SMILES	CCHF vOTU inh	PrPC TRFRET	Rv3671c inh	TcdB GH inh	Yp Topo-I inh	VHR inh abs	SARS 3CLpro inh	BH1578 lux ind	MazEF act	PriA SSB inh
CC(=O)c1cccc(-c2ccnc3c2CC(C(=O)Nc2cccc(Oc4ccccc4)c2)O3)c1 (stereo not given)	15	6	nt	1.7	25	nt	nt	-0.7	nt	nt
Cc1ccc(Nc2c([N+](=O)[O-])ccc3nonc23)cc1C	13	-2	1	0.7	-2	7	2	0.6	5	8
COc1cccc(C(=O)COc2ccccc2N2C(=O)C3C4C=CC(C4)C3C2=O)c1 (stereo not given)	1	-9	-3	-1.4	13	5	4	-0.7	-1	-7
COc1ccc(Nc2nccc(OC)c2C#N)cc1	-4	1	0	nt	5	24	2	-5.0	-4	-8
COc1ccc(CCNC(=O)c2cc(Cl)nc3ccccc23)cc1	-8	-3	2	1.2	10	-20	-3	-1.7	7	1
Cc1ccc(S(=O)(=O)N2CCN(C(=O)CSc3ccc(Cl)cc3)CC2)cc1	16	-10	-2	0.5	7	16	2	i	-14	1&2&0
O=C(CCc1nnc(-c2ccccc2)o1)NCC1CCN(C2CCCC2)CC1	-6	6	2	1.1	5	14	3	i	6	1
Cc1ccc(CNC(=O)CSc2ncn[nH]2)cc1	4	5	3	1.2	0	-2	3	i	1	2
Cc1cc(N2C(=O)C3CCCN3C2c2cccc(Cl)c2)no1 (stereo not given)	-2	4	5	nt	7	18	2	0.5	-2	-6
Cc1ccc(CN2C(=O)CCC2C(=O)NCCCN2CCCCC2C)cc1 (stereo not given)	-11	-3	-10	nt	6	1	-5	1.8	-4	-33
CC(C)c1ccc(NC(=O)C2Cc3c(-c4cccc(F)c4)ccnc3O2)cc1 (stereo not given)	11	8	nt	1.1	15	nt	nt	-0.9	nt	nt
CCN1CCN(c2ccc(S(=O)(=O)N3CCOCC3)cc2NC(=O)CCC(C)C)CC1	-18	-4	2	0.5	-1	nt	nt	0.0	0	2
NS(=O)(=O)c1ccc(-n2nncc2C23CC4CC(CC(C4)C2)C3)cc1	-7	10	-9	nt	4	44	0	0.9	2	-7
O=C(CN1CCN(C(=O)N2CCCCC2)CC1)Nc1ccc(F)cc1	-19	-1	1	nt	5	-1	3	-0.7	-5	-6
CCOC(=O)c1ccc(-c2ccc(C=O)o2)cc1	-4	-3	0	0.6	8	-8	1	i	-38	-2
CCCCN(C(=O)c1ccc(Cl)cc1)C1CC2CCC(C1)N2C (stereo not given)	-1	-1	1	0.6	-7	30	1	-0.3	4	-26
CN(C1CCCCC1)S(=O)(=O)c1cccc2nsnc12	10	-25	2	1.1	5	-37	0	i	7	5
COc1ccc(C2=NN(C(=O)CSc3nc(=O)n4ccc(C)cc4n3)C(c3ccc(C)cc3)C2)cc1 (stereo not given)	-13	5	-2	1.2	3	nt	nt	0.6	-42	3
COc1ccc(C#Cc2ccc3c(c2)O[C@@H](CN(C)C(=O)Nc2cccc(OC)c2)[C@H](C)CN([C@@H](C)CO)S3(=O)=O)cc1	-2	-4	nt	2.2&-1.0	13	nt	nt	2.1	-35	nt
O=C(COc1ccc2c3c(c(=O)oc2c1)CCCC3)NCC(O)c1ccccc1 (stereo not given)	7	-5	-3	0.6	8	11	1	i	2	-4
Cc1nc2c(C)cccn2c(=O)c1NC(=O)c1ccc(Br)o1	-1	7	0	0.4	-4	nt	nt	-0.3	-9	2
O/C(=C\Sc1nnc(Cc2ccccc2)o1)c1ccc(Br)cc1	-13	-1	-5	nt	-7	-7	6	7.7	13	-3
Cc1ccc(-c2nc(C=Nc3cccc(C)c3)c(O)o2)cc1	-5	-7	-1	1.7	8	-33	0	i	10	15
CC(=O)Cn1nnc2sc(-c3ccccc3)cc2c1=O	-17	-47	2	-0.2	3	20	1	-1.4	-7	-8
COc1ccccc1C(=O)Nc1nc(-c2cccs2)c(NC(C)=O)s1	-1	-8	-5	nt	-5	13	1	2.9	2	-7

In the list so far, these contain four or more nitrogen atoms:
SMILES	CCHF vOTU inh	PrPC TRFRET	Rv3671c inh	TcdB GH inh	Yp Topo-I inh	VHR inh abs	SARS 3CLpro inh	BH1578 lux ind	MazEF act	PriA SSB inh
Cc1ccc(Nc2c([N+](=O)[O-])ccc3nonc23)cc1C	13	-2	1	0.7	-2	7	2	0.6	5	8
O=C(CCc1nnc(-c2ccccc2)o1)NCC1CCN(C2CCCC2)CC1	-6	6	2	1.1	5	14	3	i	6	1
Cc1ccc(CNC(=O)CSc2ncn[nH]2)cc1	4	5	3	1.2	0	-2	3	i	1	2
CCN1CCN(c2ccc(S(=O)(=O)N3CCOCC3)cc2NC(=O)CCC(C)C)CC1	-18	-4	2	0.5	-1	nt	nt	0.0	0	2
NS(=O)(=O)c1ccc(-n2nncc2C23CC4CC(CC(C4)C2)C3)cc1	-7	10	-9	nt	4	44	0	0.9	2	-7
O=C(CN1CCN(C(=O)N2CCCCC2)CC1)Nc1ccc(F)cc1	-19	-1	1	nt	5	-1	3	-0.7	-5	-6
COc1ccc(C2=NN(C(=O)CSc3nc(=O)n4ccc(C)cc4n3)C(c3ccc(C)cc3)C2)cc1 (stereo not given)	-13	5	-2	1.2	3	nt	nt	0.6	-42	3

(listing goes on)
SMILES	CCHF vOTU inh	PrPC TRFRET	Rv3671c inh	TcdB GH inh	Yp Topo-I inh	VHR inh abs	SARS 3CLpro inh	BH1578 lux ind	MazEF act	PriA SSB inh
O=[N+]([O-])c1ccccc1OCCN1CCOCC1	3	-4	6	0.3	3	-10	-6	0.0	5	-7
NC(=O)CSc1nnc(-c2ccc(S(=O)(=O)N3CCOCC3)cc2)n1Cc1ccccc1	-2	-7	-7	nt	5	4	3	i	-5	10
Cc1ccccc1OCC(O)CN1CCN(C)CC1 (stereo not given)	3	1	3	1.2	2	1	3	i	4	6
CCc1nc(SCC(=O)Nc2nnc(CC)s2)c2c(C)c(C)sc2n1	-8	4	1	-0.6	-5	-4	-2	-0.5	-16	0
CC(C)(C)n1nc2c(c1NC(=O)c1ccc(S(=O)(=O)N3CCCC3)cc1)CS(=O)C2 (stereo not given)	3	1	0	nt	1	12	1	-2.9	0	-1
CCCCN(C(=O)c1cc(-c2ccc(F)cc2)nc2ccccc12)c1c(N)n(CCCC)c(=O)[nH]c1=O	2	-2	nt	1.3	4	nt	nt	i	-7	-8
O=C(CSCC(=O)OCC(=O)c1ccc(Br)cc1)Nc1ccc(Br)cc1	-24	-2	-16	nt	-3	6	2	-0.3	2	-19
Cc1cc(S(=O)(=O)N2CCCCC2CCNC(=O)C(=O)NC2CC2)ccc1F (stereo not given)	6	1	8	1.0	-2	nt	nt	i	1	-5
CN(Cc1ccc(F)cc1)Cc1nc(CCc2ccccc2)no1	-2	0	-1	0.6	16	-6	4	i	-8	-26
CCc1nc2ccc(C(=O)Nc3ccc(OC)c(OC)c3)cn2c1N(C)Cc1ccc(N(C)C)cc1	20	-1	nt	-6.4	-3	nt	nt	0.4	nt	nt
CSc1nnc(C)c(=O)n1COC(=O)c1cc(Cl)ccc1[N+](=O)[O-]	-14	-10	3	0.8	1	6	1	i	-1	-5
CCCC(=O)Nc1sc2c(c1C(=O)OCC)CC(C)(C)OC2	3	-7	-3	1.3	-7	13	5	i	5	11
N#C/C(=N\Nc1ccccc1[N+](=O)[O-])C(=N)N1CCCCC1	14	-22	-3	1.1	-6	1	-2	i	-1	nt
CC1(C)C(C=C(Cl)Cl)C1C(=O)NC(O)C(=O)c1ccccc1 (stereo not given)	11	1	-7	0.7	-1	nt	4	i	5	-3
CP(=O)(O)CCCN	-9	-3	1	nt	12	4	-2	-1.0	16	-4
O=P(Nc1c(Cl)cccc1Cl)(c1ccccc1)c1nc2c(s1)CCCC2 (stereo not given)	nt	nt	-6	nt	-8	27	2	0.0	-5	-12
C(=C\c1ccccc1)/CN1CCN(c2ncnc3c2oc2ccccc23)CC1	16	15	-2	nt	-3	15	0	i	-15	20
CCCn1c(N)c(N(CCOC)C(=O)c2cccc(F)c2)c(=O)[nH]c1=O	-10	10	1	-2.6	-4	-14	-1	-0.4	-5	-7
O=C(NCCOC(=O)c1c(F)cccc1Cl)c1c(F)cccc1Cl	-2	0	nt	1.4	3	6	3	i	8	-3
Cc1cc(/C=N/N2CCN(C)CC2)c(C)n1-c1ccccc1F	-4	-4	-2	0.1	-2	5	2	i	-1	nt
Cc1cc(C)c2nc(N(CCN(C)C)C(=O)c3ccc(S(=O)(=O)N(C)CC4CCCO4)cc3)sc2c1 (stereo not given)	9	-2	-2	-0.7	14	8	2	-0.7	-4	34&11
COc1ccc2cc(C3CC(c4cccs4)=NN3C(C)=O)c(Cl)nc2c1 (stereo not given)	8	-8	2	0.2	1	15	-1	-0.2	7	-3
Cc1cc(C)cc(NC(=O)C2CCCCN2S(=O)(=O)c2ccccc2)c1 (stereo not given)	14	1	nt	0.1	20	nt	nt	-0.5	-1	nt
CCS(=O)(=O)c1ccc(-c2cccc(NC(=O)c3ccc(Br)o3)c2)nn1	-4	5	-3	1.4	9	nt	nt	-0.7	-16	-9&-7
O/N=C\c1ccc2noc(-c3ccc(Cl)cc3)c2c1	-14	-12	0	0.1	8	7	4	-0.8	-73	nt
The results go on.
SMILES	CCHF vOTU inh	PrPC TRFRET	Rv3671c inh	TcdB GH inh	Yp Topo-I inh	VHR inh abs	SARS 3CLpro inh	BH1578 lux ind	MazEF act	PriA SSB inh
CCCCn1c(SCC(=O)NNC(=O)c2ccccc2)n[nH]c1=O	-6	-7	3	0.1	-3	nt	nt	1.2	5	-5
O=C(Nc1ccc(Cl)c(S(=O)(=O)N2CCOCC2)c1)C1CCCC1	13	10	0	-2.3	2	nt	nt	-2.3	1	-5
NC(=O)CC(c1ccccc1)c1ccco1 (stereo not given)	-2	1	3	nt	-3	15	-5	i	5	-18
O=C(Cn1c(=O)n(Cc2ccccc2)c(=O)c2cc(Cl)ccc21)NCC1CCCO1 (stereo not given)	14	-8	3	0.5	-3	-17	7	-0.2	7	6
COc1cc(CNCCO)ccc1OCCc1ccccc1	15	-7	-8	0.3	1	22	1	-0.8	-33	-1
O=C(c1cnc2n(c1=O)CCS2)N(c1ccccc1)C1CCCCC1	8	0	-8	nt	10	1	-1	i	6	-7

Full records, looked up by structure.
Entry for `O=C(NCCOC(=O)c1c(F)cccc1Cl)c1c(F)cccc1Cl` : CCHF vOTU inh = -2; PrPC TRFRET = 0; Rv3671c inh = nt; TcdB GH inh = 1.4; Yp Topo-I inh = 3; VHR inh abs = 6; SARS 3CLpro inh = 3; BH1578 lux ind = i; MazEF act = 8; PriA SSB inh = -3
Entry for `O=C(CN1CCN(C(=O)N2CCCCC2)CC1)Nc1ccc(F)cc1` : CCHF vOTU inh = -19; PrPC TRFRET = -1; Rv3671c inh = 1; TcdB GH inh = nt; Yp Topo-I inh = 5; VHR inh abs = -1; SARS 3CLpro inh = 3; BH1578 lux ind = -0.7; MazEF act = -5; PriA SSB inh = -6

Screening data from PubChem.
